High-throughput results deposited in PubChem BioAssay by Vanderbilt High Throughput Screening Facility.
GluA2 TARP mod = modulates AMPAR-stargazin complexes | O88602+P19491 | HEK293 GluA2+stargazin, membrane potential dye (FDSS), glutamate EC50; hits were called plate by plate, in both directions | calls only at 30 µM | 40,000 compounds, 3.5% hits;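 active means any of four per-well response measures lying three or more SD from its plate-wide compound average, in either direction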
Target sequence (O88602 whole entry, looked up): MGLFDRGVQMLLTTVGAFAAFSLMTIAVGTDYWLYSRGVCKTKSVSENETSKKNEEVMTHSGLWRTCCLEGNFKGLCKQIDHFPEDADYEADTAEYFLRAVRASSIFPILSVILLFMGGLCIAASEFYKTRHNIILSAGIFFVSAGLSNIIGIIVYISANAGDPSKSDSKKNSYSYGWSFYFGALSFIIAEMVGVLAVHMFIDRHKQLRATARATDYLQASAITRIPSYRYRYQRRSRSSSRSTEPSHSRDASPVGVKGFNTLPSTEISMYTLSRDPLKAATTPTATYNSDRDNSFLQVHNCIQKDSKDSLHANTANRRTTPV
Target sequence (P19491 whole entry, looked up): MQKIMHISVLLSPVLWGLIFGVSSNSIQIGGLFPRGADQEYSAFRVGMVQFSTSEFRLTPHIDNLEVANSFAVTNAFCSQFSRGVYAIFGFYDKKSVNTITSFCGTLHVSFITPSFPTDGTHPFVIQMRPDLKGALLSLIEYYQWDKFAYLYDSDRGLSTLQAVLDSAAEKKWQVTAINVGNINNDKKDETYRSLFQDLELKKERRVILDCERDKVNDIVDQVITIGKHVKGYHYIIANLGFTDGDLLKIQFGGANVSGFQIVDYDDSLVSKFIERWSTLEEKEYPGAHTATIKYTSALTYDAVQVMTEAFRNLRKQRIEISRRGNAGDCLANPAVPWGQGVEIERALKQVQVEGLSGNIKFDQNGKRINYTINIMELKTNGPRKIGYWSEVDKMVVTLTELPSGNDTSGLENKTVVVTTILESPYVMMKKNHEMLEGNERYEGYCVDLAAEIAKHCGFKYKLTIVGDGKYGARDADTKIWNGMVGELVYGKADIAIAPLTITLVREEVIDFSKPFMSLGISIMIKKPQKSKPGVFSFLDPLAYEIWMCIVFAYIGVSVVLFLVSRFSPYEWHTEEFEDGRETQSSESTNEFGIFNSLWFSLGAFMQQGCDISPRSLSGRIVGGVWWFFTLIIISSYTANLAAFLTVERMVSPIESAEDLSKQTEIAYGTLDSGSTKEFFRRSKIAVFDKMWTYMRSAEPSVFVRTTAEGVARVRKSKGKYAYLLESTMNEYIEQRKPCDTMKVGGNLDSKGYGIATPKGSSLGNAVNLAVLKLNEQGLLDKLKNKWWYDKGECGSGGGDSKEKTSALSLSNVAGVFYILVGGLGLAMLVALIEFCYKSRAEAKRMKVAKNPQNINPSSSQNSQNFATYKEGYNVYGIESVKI
GluA2 TARP mod agonism max-min = also measured in GluA2 TARP mod; calls as there; compound max-min signal; compound-alone response (agonism);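 unitless range of fluorescence divided by baseline over first 100 seconds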
GluA2 TARP mod glutamate slope = also measured in GluA2 TARP mod; calls as there; glutamate slope, % of max; measured here: glutamate response slope, % max;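 scaled per plate between vehicle wells and maximal 1 mM glutamate control wells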
Active calls of the source: *; i = inactive; + = active, no number; & = joins results of further samples. Only part of the results is shown (hit frequency here may not be typical).

1. CCCCC(CC)Cn1c(NC)nc2c1c(=O)[nH]c(=O)n2C (centres undefined)
2. COc1cccc(-c2cc(CC(=O)NCc3cccs3)no2)c1
3. COc1ccc(NC(=O)c2nnn(-c3ccccc3C)c2N)c(OC)c1
4. Cc1ccc(C(=O)Oc2c(S(=O)(=O)c3ccccc3)c(C)nn2C(C)(C)C)cc1[N+](=O)[O-]
5. O=C(C1CCN(c2ccc(-c3ccc(F)cc3)nn2)CC1)N1CCc2ccccc21
6. CNC(=O)C1Cc2ccccc2N1C(=O)Nc1cccs1 (centres undefined)
7. CCOc1ccc(S(=O)(=O)Nc2ccc3c(c2)N(C(=O)c2ccco2)CC3)cc1C
8. Cc1cc(CN2CCC(CNC(=O)C(=O)NC(C)(C)C)CC2)c(C)o1

assay / compound	1	2	3	4	5	6	7	8
GluA2 TARP mod	i	i	i	i	i	i	i	i
GluA2 TARP mod agonism max-min	0.053	0.11	0.14	0.12	0.12	0.065	0.069	0.063
GluA2 TARP mod glutamate slope	58	48	60	90	74	56	48	62

9. COc1ccc(C)cc1NC(=O)c1nnn(-c2ccc(C)c(F)c2)c1C
10. COC(=O)c1cc(C)sc1N1C(=O)C2CNC3(C(=O)Nc4ccc(Br)cc43)C2C1=O (centres undefined)
11. COc1cccc2c1OC(c1ccncc1)N1N=C(c3cccc(O)c3)CC21 (centres undefined)
12. Cc1sc(N2C(=O)C3C4C=CC(C4)C3C2=O)c(C#N)c1C (centres undefined)
13. Cc1cc([N+](=O)[O-])ccc1NC(=O)c1ccc(C(C)(C)C)cc1
14. COc1cccc(NC(=O)Cn2cc(OC)c(=O)cc2CSc2nnnn2C)c1
15. Cc1ccc(-n2ncc3c(=O)n(NC(=O)c4ccc(OC(C)C)cc4)cnc32)cc1
16. COCCN1CCC(CNS(=O)(=O)CCc2ccccc2)CC1

assay / compound	9	10	11	12	13	14	15	16
GluA2 TARP mod	i	i	i	i	i	i	i	i
GluA2 TARP mod agonism max-min	0.11	0.063	0.038	0.057	0.056	0.055	0.074	0.058
GluA2 TARP mod glutamate slope	61	66	45	47	48	46	77	56

Along the list, as entered above.
GluA2 TARP mod, entries 9 to 16, in order: i, i, i, i, i, i, i, i
GluA2 TARP mod glutamate slope, entries 9 to 16, in order: 61, 66, 45, 47, 48, 46, 77, 56
GluA2 TARP mod agonism max-min, entries 9 to 16, in order: 0.11, 0.063, 0.038, 0.057, 0.056, 0.055, 0.074, 0.058

Next part:
17. COc1ccc(CNC(=O)Nc2cccc(N3CCCS3(=O)=O)c2)cc1OC
18. COCCNC(=O)C(=O)NCC1(O)CCCC1
19. Cc1ccc(Cn2c(CO)cnc2SCc2ccccc2C)cc1
20. CCOC(=O)c1c(NC(=O)c2cc(C)nn2C)sc2c1CCN(CC)C2
21. COc1ccc(NS(=O)(=O)c2ccc3c(c2)CCCC3)cc1N1CCCCC1=O
22. O=C(COc1ccc2oc3c(c2c1)CCCC3)Nc1cccnc1
23. COc1ccc2c(=O)c(Oc3ccc(C(=O)O)cc3)c(C)oc2c1
24. COc1ccc(OCC(=O)Nn2cnc3c(cnn3-c3ccccc3)c2=O)cc1

assay / compound	17	18	19	20	21	22	23	24
GluA2 TARP mod	i	i	i	+	i	i	i	i
GluA2 TARP mod agonism max-min	0.099	0.08	0.059	0.13*	0.043	0.055	0.11	0.063
GluA2 TARP mod glutamate slope	60	63	69	57*	56	49	52	70

25. CCCCc1ccc(OC(=O)CS(=O)c2ccccc2[N+](=O)[O-])cc1 (centres undefined)
26. O=C(CSc1ccc(NC(=O)c2ccccc2)nn1)NCCc1ccccc1
27. COc1cc(NC(=O)Nc2ccc3c(c2)CC(=O)N3)cc(OC)c1OC
28. CCOCCn1c(=O)c2c(nc3n(-c4ccc(C)c(C)c4)c(C)cn23)n(C)c1=O
29. COc1ccc(Nc2nc3c(c(=O)[nH]c(=O)n3C)n2CC(=O)O)cc1
30. Cc1ccccc1-c1nsc(SCC(=O)N2CCCCC2)n1
31. COc1ccccc1NC(=O)Cn1c(=O)n(Cc2ccc3c(c2)OCO3)c(=O)c2oc3ccccc3c21
32. COC(=O)c1ccccc1NC(=O)CSc1ncnc2c1[nH]c1ccc(F)cc12

assay / compound	25	26	27	28	29	30	31	32
GluA2 TARP mod	i	i	i	i	i	i	i	i
GluA2 TARP mod agonism max-min	0.072	0.046	0.08	0.066	0.061	0.033	0.1	0.12
GluA2 TARP mod glutamate slope	37	40	53	31	37	58	59	60

Six neighbouring compounds out of the list so far, quoted:
27. COc1cc(NC(=O)Nc2ccc3c(c2)CC(=O)N3)cc(OC)c1OC
28. CCOCCn1c(=O)c2c(nc3n(-c4ccc(C)c(C)c4)c(C)cn23)n(C)c1=O
29. COc1ccc(Nc2nc3c(c(=O)[nH]c(=O)n3C)n2CC(=O)O)cc1
30. Cc1ccccc1-c1nsc(SCC(=O)N2CCCCC2)n1
31. COc1ccccc1NC(=O)Cn1c(=O)n(Cc2ccc3c(c2)OCO3)c(=O)c2oc3ccccc3c21
32. COC(=O)c1ccccc1NC(=O)CSc1ncnc2c1[nH]c1ccc(F)cc12

assay / compound	27	28	29	30	31	32
GluA2 TARP mod	i	i	i	i	i	i
GluA2 TARP mod agonism max-min	0.08	0.066	0.061	0.033	0.1	0.12
GluA2 TARP mod glutamate slope	53	31	37	58	59	60

More structures
33. CCN1C(=O)Cc2cc(NC(=O)NCc3ccc(OC)c(OC)c3)ccc21
34. O=C(Nc1ccc(Cl)cc1Cl)c1ccc(N2CCCCS2(=O)=O)cc1
35. Cc1nn2c(Nc3ccncc3)cc(C(C)C)nc2c1-c1ccccc1
36. O=C(Cc1cc(-c2ccc3c(c2)OCO3)on1)Nc1ccc2c(c1)OCO2
37. CCCc1cc(=O)n(CC(=O)NCc2ccc(OC)cc2)cn1
38. COc1nn(C)cc1C(=O)NC1=NCCS1
39. O=C(NCCCn1nc(-c2ccccc2)ccc1=O)c1ccc2ccccc2n1
40. COc1ccc(CCNC(=O)Nc2ccc3c(c2)CC(=O)N3)cc1

assay / compound	33	34	35	36	37	38	39	40
GluA2 TARP mod	i	i	i	i	i	i	i	i
GluA2 TARP mod agonism max-min	0.091	0.099	0.14	0.047	0.092	0.13	0.06	0.082
GluA2 TARP mod glutamate slope	51	46	67	32	61	70	66	61

41. O=C(CSc1n[nH]c(-c2ccncc2)n1)Nc1ccc(Br)cc1
42. CS(=O)(=O)Oc1ccc2c(c1)O/C(=C\c1c(Cl)cccc1Cl)C2=O
43. CS(=O)(=O)N1CCCc2cc(NC(=O)c3cc4ccccc4oc3=O)ccc21
44. CN1CCN(n2c3c(c(SCC(=O)Nc4ccc(F)c(Cl)c4)nc2=O)CCCC3)CC1
45. CN(C)C(CNC(=O)NC1CCCCC1)c1cccn1C (centres undefined)
46. N#Cc1ccc(NC(=O)/C=C/c2ccccc2)cc1
47. CC1CCN(CC(=O)Nc2ccc(F)cc2)CC1
48. O=S(=O)(c1ccccc1)c1nc(-c2ccco2)oc1NCCCn1ccnc1

assay / compound	41	42	43	44	45	46	47	48
GluA2 TARP mod	i	i	i	i	i	i	i	i
GluA2 TARP mod agonism max-min	0.074	0.1	0.035	0.087	0.061	0.12	0.06	0.13
GluA2 TARP mod glutamate slope	28	51	40	40	51	52	63	46

Random excerpt: three records from the list
30. Cc1ccccc1-c1nsc(SCC(=O)N2CCCCC2)n1
45. CN(C)C(CNC(=O)NC1CCCCC1)c1cccn1C (centres undefined)
17. COc1ccc(CNC(=O)Nc2cccc(N3CCCS3(=O)=O)c2)cc1OC

assay / compound	30	45	17
GluA2 TARP mod	i	i	i
GluA2 TARP mod agonism max-min	0.033	0.061	0.099
GluA2 TARP mod glutamate slope	58	51	60

Continued:
Sequence of screens: GluA2 TARP mod	GluA2 TARP mod agonism max-min	GluA2 TARP mod glutamate slope
[49] Nc1nc(-c2ccc3c(c2)OCCCO3)cs1
 : i	0.12	45
[50] COc1c(C)cc(S(=O)(=O)NCC2CCN(C(C)C)CC2)cc1C
 : i	0.096	58
[51] Cc1nc(-c2ccccc2)sc1C(=O)N1CCN(c2ccc(-c3ccncc3)nn2)CC1
 : i	0.069	36
[52] CSc1ccccc1NC(=O)C(=O)NCC1CCN(c2ccccn2)CC1
 : i	0.071	49
[53] COc1ccc(Cl)cc1C(=O)N1CCN(c2ncnc3c2nnn3-c2ccc(C)cc2)CC1
 : i	0.04	45
[54] COc1cccc(N(C(=O)C(F)(F)F)C2C=CS(=O)(=O)C2)c1 (centres undefined)
 : i	0.098	61
[55] CN(C)C(CNC(=O)NC(c1ccccc1)c1ccccc1)c1ccccc1 (centres undefined)
 : i	0.08	47
[56] COC(=O)c1cccc(NC(=O)c2nnn(-c3ccc(OC)cc3)c2C)c1
 : i	0.1	51
[57] COc1cc(Br)cc2cc(S(=O)(=O)c3ccc(C(C)(C)C)cc3)c(=O)oc12
 : i	0.094	58
[58] COc1ccccc1NC(=S)NC1CCCCCC1
 : i	0.03	29
[59] Cn1nnc2c(SCc3ccc(Cl)cc3Cl)ncnc21
 : i	0.025	26
[60] O=C(Nc1ccc(F)c(C(F)(F)F)c1)C1CCN(C(=O)NC2CC2)CC1
 : +	0.2*	33*
[61] O=C(Cn1nc(-c2ccco2)c2sc(N3CCOCC3)nc2c1=O)NCc1ccc(F)cc1
 : i	0.079	58
[62] CCNC(=O)C1Cc2ccccc2N1C(=O)c1ccccc1SCC (centres undefined)
 : i	0.042	53
[63] CCS(=O)(=O)c1ccc(C(=O)N(CC2CCCO2)c2nc3c(C(F)(F)F)cccc3s2)cc1 (centres undefined)
 : i	0.059	54
[64] CS(=O)(=O)N1CCCC(C(=O)Nc2cccc(-c3nc4ccccc4s3)c2)C1 (centres undefined)
 : i	0.093	44
[65] C=CCc1ccccc1OCC(O)CN1CCCCC1 (centres undefined)
 : i	0.079&0.063	38&53
[66] O=C1Nc2ccccc2Oc2ccc(NS(=O)(=O)c3ccc4c(c3)CCCC4)cc21
 : i	0.095	57
[67] CCCCNC(=O)c1nnn(-c2ccccc2)c1C(C)C
 : i	0.13	63
[68] Cc1cc(C)n(CCN2CCCN(C(=O)c3cc(-c4ccccc4)n[nH]3)CC2)n1
 : i	0.11	85
[69] O=C(Nn1cnc2c(cnn2-c2ccccc2)c1=O)c1cc(Cl)ccc1[N+](=O)[O-]
 : i	0.057	67
[70] O=C(NCC1CCN(C(=O)/C=C/c2ccco2)CC1)C(=O)Nc1ccc(OC(F)(F)F)cc1
 : i	0.092	59
[71] COc1ccc2c(CC(=O)N3CCN(C(=O)c4ccco4)CC3)cc(=O)oc2c1
 : i	0.098	53
[72] O=C(Cc1cc(-c2ccco2)on1)NCc1c(F)cccc1F
 : i	0.044	49
[73] O=C(c1cccs1)N(C(=O)N1CCCCC1)c1cccc(Cl)c1
 : i	0.029	57
[74] O=C(Cn1cnc(-c2cccs2)cc1=O)Nc1ccccc1Cl
 : i	0.12	61
[75] COc1ccc(OC)c(NC(=O)c2cc(-c3ccc(C)o3)nc3ccccc23)c1
 : i	0.082	35
[76] COc1ccc(NC(=O)c2cc(=O)c(OC)co2)c(OC)c1
 : +	0.25*	61*
[77] CCN1C(=O)NC2(CCN(S(=O)(=O)c3ccc(OC)c(OC)c3OC)CC2)C1=O
 : i	0.074	46
[78] O=C(NCc1ccc2c(c1)OCO2)C(=O)NCc1nc(-c2ccccc2)no1
 : i	0.17	43
[79] COCCn1c(SCc2cccc3ccccc23)nnc1-c1cn(C)nc1OC
 : i	0.026	34
[80] Cn1cnc2cc(OC(=O)c3ccccc3Cl)ccc21
 : i	0.13	60
[81] Cc1cccc(C)c1N1CCN(S(=O)(=O)N2CCCCCC2)CC1
 : i	0.032	71
[82] COc1ccc(OC)c(S(=O)(=O)Nc2ccc(N3CCCCS3(=O)=O)cc2)c1
 : i	0.1	70
[83] COc1ccc(C(=O)NCCn2ncc3c(N4CCCC4)ncnc32)cc1OC
 : i	0.064	45
[84] COc1ccc(CC(=O)Nc2ccc3c(c2)N(S(=O)(=O)c2ccc(C)cc2)CCC3)cc1
 : i	0.087	63
[85] CC(C)Nc1nc2c(S(=O)(=O)c3ccccc3)nnn2c2ccc(Cl)cc12
 : i	0.11	55
[86] COCCNC(=O)c1ccc(Cn2c(SCc3ccccc3)nc3ccccc3c2=O)cc1
 : i	0.12	76
[87] Cc1cccc(C(C)C)c1NC(=O)CCc1ccccc1
 : i	0.038	65
[88] COc1ccccc1NC(=O)c1cc(-c2ccccc2)nc2c1c(C)nn2C1CCS(=O)(=O)C1 (centres undefined)
 : i	0.095	60
[89] CCCCn1cnc2c(-c3ccccc3)cn(CC(=O)Nc3cc(OC)ccc3OC)c2c1=O
 : i	0.079&0.034	62&126
[90] Cc1nc2ccc(NC(=O)c3ccc(S(=O)(=O)N(C)Cc4ccco4)cc3)cc2s1
 : i	0.079	48
[91] Cc1cnn(C)c1C(=O)Nc1c2c(nn1-c1nc3ccccc3s1)CCC2
 : i	0.11	59
[92] Cc1ccc(-n2ncc3c(=O)n(NC(=O)c4ccc(C)c([N+](=O)[O-])c4)cnc32)cc1
 : i	0.073	73
[93] O=C(Nc1nonc1-c1ccccc1)c1ccc(Cl)cc1Cl
 : i	0.1	58
[94] CN(C1CCCC1)S(=O)(=O)c1ccc(C(=O)Nc2cccc3ccccc23)cc1
 : i	0.063	57
[95] COc1ccc(NC(=O)Cc2csc(Nc3ccc(F)cc3)n2)c(OC)c1
 : i	0.18	57
[96] CS(=O)(=O)N1CCCc2ccc(NC(=O)C(=O)NCc3ccccc3Cl)cc21
 : i	0.059	47
[97] COc1ccc(S(=O)(=O)N2CCC(C(=O)Nc3nc(-c4cc(C)ccc4C)cs3)CC2)cc1
 : i	0.09	49
[98] COc1cc(NC(=O)CSc2nc(=O)n(CCO)c3c2CCC3)cc(OC)c1
 : i	0.039	33
[99] COc1cccc(-n2c(=O)c3sccc3n(Cc3nc(-c4ccc(C)c(C)c4)no3)c2=O)c1
 : i	0.12	45
[100] COc1cc2c(c(O)c1OC)C(=O)C(OC)CCC2 (centres undefined)
 : i	0.029	36
[101] COc1cc(C(=O)Nc2nnc(Cc3cccs3)o2)cc(OC)c1OC
 : i	0.06	60
